# From PubChem BioAssay
# STAT3 inh – inhibitors of IL-6 induced STAT3 signaling; U3A cells, IL-6 STAT3-luciferase reporter, luminescence; host cell line lacks STAT1; inhibition, % at 5.5 µM; 190,000 compounds, 0.89% hits;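 active = inhibition above the mean inhibition across all screened compounds plus 3 SD, cut at about 44% in these data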;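 also: 0% = DMSO only wells and 100% = 100 µM nifuroxazide control wells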
# PPARg SRC-3 ag – PPARgamma-driven SRC-3 recruitment agonism. P37231. biochemical PPARgamma/SRC-3 coactivator recruitment assay. activation, % at 8 µM. 200,000 compounds, 0.26% hits. AID 731; in the data active = activation above about 23%;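 also: 0% = DMSO and 100% = reference agonist; some compounds past the cut are filed as inactive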
# Target sequence (P37231 whole entry, looked up): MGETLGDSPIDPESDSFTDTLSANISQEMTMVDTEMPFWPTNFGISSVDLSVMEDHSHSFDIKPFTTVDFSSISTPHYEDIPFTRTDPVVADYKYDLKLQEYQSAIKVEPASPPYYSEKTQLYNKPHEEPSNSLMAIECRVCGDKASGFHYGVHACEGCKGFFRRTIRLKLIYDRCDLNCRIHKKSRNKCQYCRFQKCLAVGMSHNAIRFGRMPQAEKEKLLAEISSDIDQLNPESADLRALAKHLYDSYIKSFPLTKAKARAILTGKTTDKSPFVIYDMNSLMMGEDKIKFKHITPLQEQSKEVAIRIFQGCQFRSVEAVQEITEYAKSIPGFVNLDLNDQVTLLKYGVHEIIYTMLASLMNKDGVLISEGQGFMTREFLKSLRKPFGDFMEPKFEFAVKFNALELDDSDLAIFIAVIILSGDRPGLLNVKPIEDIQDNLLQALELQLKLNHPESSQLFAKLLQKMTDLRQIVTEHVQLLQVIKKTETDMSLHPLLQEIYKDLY
# STAT3 activator – STAT3 signaling activation | U3A cells, IL-6 STAT3-luciferase reporter, luminescence; 100% = signal with IL-6 EC80 alone | activation (% of control), % at 5.6 µM | 190,000 compounds, 0.91% hits | AID 871;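 active = activation above the screen-wide mean of compound activation plus 3 SD, cut at about 130% in these data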;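 also: 0% = background luminescence of wells with medium and substrate only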
#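 Test system: human U3A cells carrying STAT3-luciferase construct; control set: IL-6-only wells as 100% reference; timing: compound pre-incubation 1 h before IL-6, then 6 h stimulation at 37 °C; also added: IL-6 stimulus at 33 ng/mL final; evaluation: % activation versus median of IL-6-stimulated wells; detection: reporter luminescence signal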
# ROMK mod – human ROMK K+ channel modulation, primary screen | Tet-inducible ROMK, thallium flux fluorescence; actives lie on both sides | 130,000 compounds, 2% hits | B-score at 10 µM | P48048;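 active = signal ratio slope over the read window, or its plate-corrected B-score, at least 3 SD from the plate mean, either direction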;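 also: B-score of the F/F0 ratio slope over 7 to 12 s after thallium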
# SRC2 TRFRET art – counter-screen for PPARgamma SRC-2 recruitment agonists: TR-FRET artefact; hits give high values; TR-FRET ratio at 8 µM; 200,000 compounds, 0.4% hits; in the data active = TR-FRET ratio above about 2000; also: inactives centre near 1500
# PPARg SRC-1 ag – agonists of human PPARgamma SRC-1 coactivator recruitment. P37231. PPARgamma-SRC-1 coactivator recruitment biochemical assay. activation, % at 8 µM. 200,000 compounds, 0.41% hits; in the data active = activation above about 19%;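 also: 0% = DMSO and 100% = reference agonist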
# STAT1 blocker – inhibitors of IFN-gamma induced STAT1 signaling | inhibition, % at 5.5 µM | NIH 3T3 STAT1-luciferase reporter, luminescence | 200,000 compounds, 0.35% hits;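 active = inhibition above a set limit, the mean inhibition across all tested compounds plus 3 SD, cut at about 34% in these data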;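 also: 0% = IFN-gamma with DMSO and 100% = IFN-gamma with 300 µM nifuroxazide; values of inactives mirror those of a sister screen read the other way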
# bIAP activator – intestinal alkaline phosphatase (bovine) activation | purified bovine IAP, CDP-star luminescence, 30 min; hits give high values; fold of DMSO-control signal, blank-subtracted | activation factor at 20 µM | 200,000 compounds, 0.17% hits;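 active = activation factor of 2 or more at 20 µM, a signal rise over negative controls twice the positive control's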
# bIAP inhibitor – intestinal alkaline phosphatase (bovine) inhibition; purified bovine IAP, CDP-star luminescence, 30 min; inhibition, % at 20 µM; 190,000 tested, under 10 active; AID 1019;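 active = over 50% inhibition of intestinal alkaline phosphatase at 20 µM in the single-dose screen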
#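 test system = bovine IAP enzyme | medium = DEA buffer 100 mM, pH 9.8, with MgCl2 1.0 mM, ZnCl2 0.02 mM | detection = luminescence | dosing = single compound dose of 20 µM, 2% DMSO final | incubation = 30 min reaction at room temperature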
# PPARg SRC-2 ag – agonists of SRC-2 recruitment by human PPARgamma; PPARgamma LBD-SRC-2 recruitment, biochemical; activation, % at 8 µM; 200,000 compounds, 0.34% hits; P37231; AID 1032; in the data active = activation above about 22%;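 also: 0% = vehicle and 100% = reference agonist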
# TNAP act hi DEA – increases human TNAP activity under high phosphate acceptor concentration; P05186; purified TNAP, CDP-star luminescence, 1 M DEA, 30 min; hits give high values; 0 = EDTA background, 1 = DMSO-only activity; activation factor at 20 µM; 200,000 tested, under 10 active; AID 1136;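 active = activation factor at least 2 at 20 µM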
# Target sequence (P05186 whole entry, looked up): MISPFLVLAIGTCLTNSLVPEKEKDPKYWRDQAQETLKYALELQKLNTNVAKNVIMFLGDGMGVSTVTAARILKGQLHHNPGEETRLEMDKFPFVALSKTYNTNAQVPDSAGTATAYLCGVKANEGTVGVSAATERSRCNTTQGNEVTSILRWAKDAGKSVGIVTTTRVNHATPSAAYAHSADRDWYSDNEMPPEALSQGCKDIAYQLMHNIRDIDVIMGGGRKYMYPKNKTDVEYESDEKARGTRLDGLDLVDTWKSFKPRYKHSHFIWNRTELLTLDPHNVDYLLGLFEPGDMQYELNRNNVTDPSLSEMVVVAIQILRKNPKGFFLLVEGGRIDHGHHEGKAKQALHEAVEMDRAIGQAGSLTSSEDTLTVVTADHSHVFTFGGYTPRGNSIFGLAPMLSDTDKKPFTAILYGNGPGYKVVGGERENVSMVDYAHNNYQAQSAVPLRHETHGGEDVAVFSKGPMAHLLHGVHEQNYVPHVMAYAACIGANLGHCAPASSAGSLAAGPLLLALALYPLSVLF
#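 system = human TNAP | amount = enzyme diluted 1/800 final | reagent = 100 µM CDP-star substrate | signal = luminescent substrate turnover signal | dosing = one dose, 20 µM | benchmarks = EDTA negative control, DMSO positive control | measure = activation factor | timing = 30 min reaction, room temperature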
# Active calls of the source: *; / = not tested or not shown.
structure,bIAP inhibitor,PPARg SRC-3 ag,STAT1 blocker,TNAP act hi DEA,PPARg SRC-2 ag,STAT3 inh,bIAP activator,SRC2 TRFRET art,STAT3 activator,PPARg SRC-1 ag,ROMK mod
Cc1c(NC(=O)CCC(=O)N2CCOCC2)c(=O)n(-c2ccccc2)n1C,10.2,1.8,5.1,1,-8.6,-1.2,0.9,1280,104.2,-7.1,/
CCC(=NCCc1ccccc1)C1=C(O)CCC1=O,4.8,0.1,0.8,1,2.7,7.4,1,1414,95.9,-1.7,-1.19
CC(C)NC(=O)C(=O)NCCCN1CCOCC1,2.9,0.0,0.1,1,6.1,-9.5,1,1584,110.2,12.4,0.975
N#Cc1ccc(C2=NC(C(F)(F)F)(C(F)(F)F)c3c(n(Cc4ccco4)c(=O)[nH]c3=O)N2)cc1,-2.4,5.9,-5.7,1.1,-0.7,12.6,1,1626,92.7,2.5,/
Cc1cc2cc(C)c3nnc(SCC(=O)N4CCCc5ccccc54)n3c2cc1C,-5.5,-2.3,1.6,1,9.8,20.7,1.1,1652,85.4,4.9,/
COc1ccc(OCCNC(=O)c2ccccc2OCC(=O)N2CCCCC2)cc1,2.6,9.0,6.2,1,6.6,3.6,1,1614,100.1,-1.0,-1.8
CC(=O)c1coc2ccc(OCCN3CCCCC3)cc12,0.0,-4.2,-3.1,1.1,0.2,6.2,1,1597,98.3,6.0,0.219
COc1cc(-c2[nH]nc3c2C(c2ccco2)C(C#N)=C(N)O3)cc(OC)c1OC (stereo unspecified),-8.1,0.0,-2.8,0.8,-3.4,1.3,1.1,1392,101.2,5.4,/
c1ccc(-c2nc(NCC3CCCO3)c3ccccc3n2)nc1 (stereo unspecified),3.0,4.4,-9.7,1,-2.2,3.7,1,1560,101.1,6.0,0.604
O=C(NC1CCCCC1)C(c1cccnc1)N(CCc1ccccc1)C(=O)Cc1cccs1 (stereo unspecified),14.2,-0.5,9.9,1,1.9,-2.7,0.9,1554,101.4,2.5,/
O=C(CSCc1cccc(Cl)c1)N1CCN(Cc2ccc3c(c2)OCO3)CC1,-12.5,0.8,1.8,1.1,1.0,26.0,1.1,1588,82.1,3.3,-1.17
O=C(CCn1nc(-c2ccccc2)c2ccccc2c1=O)N1CCN(c2ccccc2)CC1,-2.8,-11.7,-5.3,1,4.1,-4.0,1,1500,105.5,-0.3,-0.327
COc1cccc(NC(=O)c2ccccc2NS(C)(=O)=O)c1,10.3,3.3,3.2,1,10.3,4.8,0.9,1508,99.5,5.7,/
O=C(NCc1cccnc1)C(=O)Nc1ccc([N+](=O)[O-])cc1,-14.3,-2.0,-1.1,1,0.7,3.0,1.1,1532,99.5,8.3,0.677
O=C(Nc1ccccc1N1CCCCC1)c1cccc([N+](=O)[O-])c1,-0.6,0.3,0.6,1,6.1,-6.6,1,1664,107.4,4.7,0.368
Cc1nn(CCCC(=O)O)c(C)c1[N+](=O)[O-],3.6,4.1,-2.0,1,3.3,1.1,1,1471,103.0,9.1,-0.787
CC1(C)CC(=O)C2=C(C1)NCN(Cc1ccccc1)C2,-8.0,1.2,7.7,1.1,1.1,6.3,1.1,1504,101.2,6.9,/
O=C(Oc1ccccc1Cl)c1ccc(N2CCOCC2)c([N+](=O)[O-])c1,-52.7,8.7,-7.2,1,12.0,-1.2,1.5,1431,99.0,-1.5,-0.723
Cc1ccc2nc3sc(C(=O)N4CCCc5ccccc54)c(N)c3cc2c1,44.0,7.9,1.9,1,7.0,29.3,0.6,1458,81.2,8.9,/
COc1cc2c3c(c1OC)C1(C=CC(=NO)C=C1)CC3N(C(C)=O)CC2 (stereo unspecified),5.8,1.0,1.3,1,10.5,10.9,0.9,1339,96.4,-0.8,-0.0117
COc1ccc(C2C(C#N)=C(N)Nc3onc(C(C)(C)C)c32)c(OC)c1 (stereo unspecified),8.4,5.7,2.5,1.1,6.0,3.1,0.9,1577,99.7,7.0,/
Cc1ccc(-c2csc3ncn(CC(=O)N4CCOCC4)c(=O)c23)cc1,1.4,1.7,-0.7,1,6.5,-9.9,1,1770,108.2,1.9,0.633
N#CCSc1nc2c(c(=O)n1Cc1ccco1)C1(CCCC1)Cc1ccccc1-2,10.7,4.1,4.2,1.1,11.8,-7.3,0.9,1482,109.1,9.0,-0.428
COc1ccc(-n2c(C)cc(/C=C3\SC(=S)N(Cc4ccco4)C3=O)c2C)cc1,46.6,4.0,1.8,0.8,-2.2,6.7,0.5,1684,92.8,4.0,-0.134
Cc1cc(NC(=NC2CC2)c2ccccc2F)n(-c2ccccc2)n1,-0.7,0.7,-0.9,1.1,3.1,3.3,1,1591,104.9,7.3,0.746
O=C(Nc1ccccc1)N1CCCCC1c1cccnc1 (stereo unspecified),15.1,-1.3,-5.2,1.1,-6.6,9.5,0.8,1514,94.4,-0.1,-0.403
CC(C)(O)C#Cc1ccc(C(=O)N2CCCC2C(=O)O)s1 (stereo unspecified),8.9,-2.3,-3.1,1,-0.2,-3.8,0.9,1616,106.4,-1.7,-0.492
CCn1c(COc2ccc(=O)n(-c3ccccc3)n2)nnc1SCc1ccccc1,-0.7,4.8,-1.5,1,-8.7,-3.3,1,1564,107.5,-4.0,/
COc1ccc(C(=O)Nc2cc(=O)n(C)c(=O)n2C)cc1,1.4,4.5,1.6,1,-12.1,6.4,1,1502,98.5,-1.5,-0.209
CCCCN(C(=O)Cn1nnc2ccccc21)C(C(=O)NCCOC)c1ccc(OC)cc1 (stereo unspecified),-13.5,1.7,5.4,1.1,7.7,10.1,1.1,1610,95.9,-7.1,/
Cn1c(N)c(C(=O)COC(=O)c2cc(-c3ccccc3)nc3ccccc23)c(=O)n(Cc2ccccc2)c1=O,5.8,1.7,1.6,1,6.8,-9.3,0.9,1571,105.4,8.8,1.29
O=C(CSc1ccc2c(c1)OCCO2)NCCN1C(=O)CSC1=O,-3.5,-6.3,9.0,1,3.9,-22.1,1,1701,124.5,2.9,-0.675
Cc1csc(NC(=O)CSc2ccccc2F)n1,4.8,-0.6,-20.1,1,0.3,9.0,1,1701,96.0,3.1,-1.98
Cc1nn(-c2ccccc2)c(N2CCCC2)c1/C=N/NC(=O)C1CC1,-11.6,0.1,11.9,1,14.0,8.4,1.1,1622,96.0,7.1,0.273
Cc1cccc(NC(=O)C2CCCN(C(=O)NC3CCCCC3)C2)c1C (stereo unspecified),-14.9,-11.8,2.0,1,5.1,-7.6,1.1,1595,109.3,7.5,-0.183
CCOc1ccc(C(=O)Nc2ccc(NC(=O)c3ccco3)c(Cl)c2)cc1Cl,-1.7,-2.0,4.8,1,-12.9,24.1,1,1460,80.0,0.2,-0.349

# Look-ups from the list.
# Result for `COc1ccc(C2C(C#N)=C(N)Nc3onc(C(C)(C)C)c32)c(OC)c1` (stereo unspecified) under TNAP act hi DEA: 1.1
# Result for `Cc1cccc(NC(=O)C2CCCN(C(=O)NC3CCCCC3)C2)c1C` (stereo unspecified) under PPARg SRC-2 ag: 5.1

# Next part:
structure,bIAP inhibitor,PPARg SRC-3 ag,STAT1 blocker,TNAP act hi DEA,PPARg SRC-2 ag,STAT3 inh,bIAP activator,SRC2 TRFRET art,STAT3 activator,PPARg SRC-1 ag,ROMK mod
CC(=O)Nc1ccc(S(=O)(=O)NC2(C(F)(F)F)NC(=O)N(CC(C)C)C2=O)cc1 (stereo unspecified),-7.7,2.0,1.7,1.1,-2.9,12.8,1.1,1616,98.5,6.6,-0.343
CCOCc1cn(CC(=O)c2ccc(Cl)cc2)c(C)nc1=N,31.1,6.3,5.1,1,6.9,-5.2,0.7,1590,105.6,7.3,/
COc1ccc(S(=O)(=O)Nc2nc3ccccc3s2)cc1OC,26.5,-5.6,-2.1,1,-1.9,-55.8,0.7,1270,154.4*,-3.7,0.252
CC12C(=O)N(Cc3ccccc3)C(=O)C1C1C=CC2C1 (stereo unspecified),10.9,-4.1,-6.4,1.1,-3.0,12.5,0.9,1459,93.1,-3.7,/
C=CCn1cc(C(=O)NCc2ccc(Cl)cc2)c(=O)c2cc(S(=O)(=O)N(CC)CC)ccc21,-5.3,1.4,1.3,1,5.2,1.0,1.1,1576,107.0,2.1,-1.55
Cc1ccc(S(=O)(=O)N2CCC(=O)N(CCOC(=O)Nc3cc(C)cc(C)c3)CC2)cc1,0.7,1.4,3.2,1,2.1,-2.3,1,1484,99.5,2.0,0.306
COCCn1c(SCc2ccc(C(=O)OC)o2)nc2cc(Cl)ccc2c1=O,21.3,-8.7,-3.4,1.1,0.9,3.6,0.8,1495,100.4,0.4,/
Cc1ccc(/C=C/S(=O)(=O)NCC(=O)O)cc1,2.1,-1.3,-5.9,1,-0.4,0.6,1,1551,105.8,-0.1,/
Cc1ccc(N2C(=O)C3C4C=CC(CNC(=S)Nc5ccc(Cl)cc5)(O4)C3C2=O)cc1 (stereo unspecified),-7.6,-5.8,5.4,1.1,-1.6,-8.6,1.1,1478,104.8,4.7,-0.735
Cc1ccc(-c2nn3c(C)nnc3c3ccccc23)cc1S(=O)(=O)N(C)CCO,-5.4,4.7,-12.1,1,9.0,12.2,1.1,1496,89.8,-1.1,0.454
COC(=O)C1=C(NC(=O)COc2ccc3ccccc3c2)CCS1,10.3,5.8,-1.9,1,1.1,10.0,0.9,1538,90.5,5.6,/
Cc1ccc(C(=O)NNS(=O)(=O)c2ccccc2[N+](=O)[O-])cc1,-5.4,14.3,0.7,1,12.3,-0.6,1.1,1520,103.2,1.5,-0.138
CCOC(=O)c1c(C)c(C(=O)NCC2CCCO2)c(C)n1C (stereo unspecified),5.7,4.1,-8.0,1,8.5,-0.3,0.9,1554,102.6,6.8,/
COC(=O)CNC(=O)c1ccc(OC2CCN(C(=O)C3CC3)CC2)cc1,13.6,0.7,-6.7,1,1.8,15.4,0.9,1684,96.0,11.2,-0.162
CC(C)(C)C(=O)NC(=S)Nc1ccc(S(=O)(=O)Nc2nccs2)cc1,-5.6,4.7,-15.9,1.1,16.3,5.4,1.1,1494,99.5,10.3,0.0101
Cc1noc(C)c1CSc1nnc(-c2ccccc2)n1N,7.2,5.3,3.9,1.1,-1.1,-0.3,0.9,1382,101.2,0.2,-0.33
COC(=O)COc1cccc(NC(=O)c2ccccc2)c1,9.6,-3.7,1.3,1.1,10.7,3.0,0.9,1478,102.9,-1.6,/
Cc1cccn2cc(-c3ccc(NC(=O)Cc4ccccc4)cc3)nc12,-0.2,7.1,-10.5,1.1,5.9,/,1,1654,/,5.7,/
CCCCN=C(Nc1ccc(Cl)cc1)c1cccnc1,3.3,3.2,-4.6,1,0.7,13.0,1,1646,97.5,7.1,/
